M. tuberculosis: growth inhibition of non-replicating M. tuberculosis (AID 488890) | one-dose inhibition, % at 25 µM; IC50 in µM for titrated hits | 320,000 tested, 0.39% active | Mycobacterium tuberculosis non-replicating, growth inhibition; higher % means a stronger effect; in the data active = a potency from the dose series; inconclusive = inhibition mostly from about 82% at the one dose, without a potency; inactive = the rest, 99 in 100 with inhibition below about 76%;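 note: plate controls were DMSO cells for no effect and high antibiotic wells for full effect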
VEEV TC-83 Vero: inhibitors of VEEV TC-83 cytopathic effect, confirmation, Vero cells (AID 588727); Vero cells, VEEV TC-83 cytopathic effect inhibition; higher % means a stronger effect; one-dose inhibition, % at 20 µM; IC50 in µM for titrated hits; 350,000 tested, 0.13% active; in the data active = a potency from the dose series; inconclusive = inhibition mostly from about 14% at the one dose, without a potency; inactive = the rest, 99 in 100 with inhibition below about 12%; note: strong numbers were not always called active
H37Rv inhibition: M. tuberculosis growth inhibition, HTS (AID 449762). 330,000 tested, 0.59% active. M. tuberculosis H37Rv growth inhibition, 7H9 media; higher % means a stronger effect. inhibition, % at 25 µM; hits with a dose series show IC50 in µM; in the data active = a potency from the dose series; inconclusive = inhibition above about 70% without an active follow-up result;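 note: bacterial growth assessed after seven days of incubation; strong numbers were not always called active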
H1N1 NS1A inhibition: NS1A inhibition, H1N1 influenza, cell based functional assay (AID 504329) | 340,000 tested, 0.3% active | inhibition, % at 12.5 µM, or IC50 in µM where a hit was titrated | NS1A functional cell-based assay, percent inhibition; higher % means a stronger effect; in the data active = a potency from the dose series; inconclusive = inhibition above about 27% without an active follow-up result; note: strong numbers were not always called active
Salmonella PhoP GFP: Inhibition of PhoP regulon, Salmonella typhi GFP reporter cells, confirmation, 4 h (AID 1850); 310,000 tested, 0.33% active; Salmonella Typhi PhoP-promoter GFP reporter, fluorescence, 4 h; higher % means a stronger effect; one-dose inhibition, % at 50 µM; IC50 in µM for titrated hits; in the data active = a potency from the dose series; inconclusive = inhibition mostly from about 25% at the one dose, without a potency; inactive = the rest, 99 in 100 with inhibition below about 19%;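 note: 0% = induced wells with vehicle and 100% = uninduced wells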
An asterisk follows results filed as active; i = inactive; ? = inconclusive; nt = not tested or not shown; & = joins results of further samples.

SMILES	M. tuberculosis	VEEV TC-83 Vero	H37Rv inhibition	H1N1 NS1A inhibition	Salmonella PhoP GFP
O=C(Nc1ccc(Cl)c(Cl)c1)Nc1nccs1	66%	11%	?	1%	1%
O=[N+]([O-])c1cc(Cl)ccc1Oc1ccc(-c2nnco2)cc1	9%	0.6%	-7%	-1%	11%
CCOC(=O)N1CCC(N2CCCC(C(=O)c3cc(C)c(OC)c(C)c3)C2)CC1 (configuration not stated)	28%	i	-6%	-4%	12%
COc1ccc(CN2CCNC(=O)C2CC(=O)NC2CCCCCCC2)cc1OC (configuration not stated)	34%	1.9%	8%	1%	7%
CCCNC(=O)NC(=O)CSc1nc(C)cs1	-9%	1.1%	-7%	2%	-2%
Cc1cc(OCCN2CCOCC2)ccc1Cl	9%	0.0%	0%	-7%	-1%
CS(=O)(=O)c1ccc(C(=O)NCc2ccc(F)cc2)cc1	0%	0.5%	2%	0%	-3%
O=C(c1ccccc1C(=O)N1CCN(c2ccccc2)CC1)N1CCN(c2ccccc2)CC1	24%	4.6%	-1%	7%	0%
COc1ccc(-c2nnc(SCC(=O)NC(C)c3ccccc3)o2)cc1OC (configuration not stated)	8%	3.5%	-3%	-2%	-4%
Cn1c(SCC2CCCO2)nnc1-c1ccncc1 (configuration not stated)	-2%	2.5%	-8%	1%	-6%
CCc1cc2cccc(C)c2nc1SCC(=O)c1ccc(NC(C)=O)cc1	-7%	0.4%	1%	-5%	3%
Cc1cc(C)n(-c2ncc(C#N)cn2)n1	-1%	0.2%	-8%	-2%	10%
CSc1nnc(CSCc2ccc(Cl)cc2Cl)n1-c1ccccc1	23%	i	8%	-1%	1%
CCOC(=O)c1cc(C(C)C)sc1NC(=O)COC(=O)c1nccnc1N	11%	0.6%	24%	0%	8%
COc1ccc(N(C(=O)CNC(=O)c2ccco2)C(C(=O)NCC2CCCO2)c2ccccc2)c(OC)c1 (configuration not stated)	-10%	i	-4%	4%	4%
CC(=O)c1cccc(NS(=O)(=O)c2ccc3c(c2)oc(=O)n3C)c1	6%	1.2%	8%	2%	-2%
CNC(=O)C(=O)Nc1cc2c3c(c1)C(C)C(=O)N3CCC2 (configuration not stated)	-7%	i	4%	12%	3%
O=C(CN1C(=O)NC2(CCCCCC2)C1=O)Nc1ccc(Cl)c([N+](=O)[O-])c1	14%	6.1%	1%	4%	nt
CCN1CCN(S(=O)(=O)c2ccc(Cl)c(C(=O)NC3CC3)c2)CC1	13%	1.5%	-1%	-1%	nt
CN(CCc1ccccn1)Cc1ccc(Cl)c(Cl)c1	33%	0.3%	6%	-2%	8%
O=C(c1ccccc1)c1ccc(-n2ccnc2)c([N+](=O)[O-])c1	9%	0.5%	-8%	9%	-17%
CCCCn1c(N)c(N(CCOC)C(=O)c2ccc(Cl)c(S(=O)(=O)N3CCCC3)c2)c(=O)[nH]c1=O	10%	1.9%	-4%	-2%	-8%
Cc1ccc(C)c(-n2cc(CN3CCNC(=O)CC3)c(-c3ccccc3)n2)c1	-12%	1.8%	-4%	1%	5%
COC(=O)c1[nH]c2c(c1C)C(=O)CC(c1ccc(C)cc1)C2 (configuration not stated)	-1%	0.5%	-12%	0%	4%
O=C(O)COc1c(F)c(F)c(C(F)(F)F)c(F)c1F	8%	4.2%	-1%	-2%	1%
O=C(O)CCCC(=O)Nc1ccc(OCc2nc3ccccc3s2)cc1	13%	6.4%	41%	2%	-3%
COc1ccc(C)cc1NC(=O)C(OC(=O)CNC(=O)c1ccc(Br)cc1)c1ccccc1 (configuration not stated)	-7%	0.3%	-2%	-2%	-6%
CCc1ccc2oc(C(=O)N3CCN(c4ccc(OC)cc4)CC3)cc(=O)c2c1	4%	0.3%	1%	5%	-15%
COc1cc(NCCCC(C)N)c2ncccc2c1 (configuration not stated)	nt	i	nt	-12%	nt
CCC(=O)c1ccc(OCC(=O)N2CCN(S(=O)(=O)c3ccc(Cl)s3)CC2)cc1	26%	4.6%	-9%	-6%	nt
COc1cc2c(cc1NC(=O)c1cc(-c3ccncc3)nc3ccc(C)cc13)oc1ccccc12	6%	4.4%	3%	0%	-1%
C/C(=N/N1CCN(Cc2ccccc2)CC1)c1ccc(Br)cc1	-13%	i	0%	7%	3%
O=[N+]([O-])c1ccc(Cl)c(NC2=NCCCCC2)c1	-21%	i	3%	-10%	-5%
CC1CN(C(=O)CCC(=O)NCCc2ccccc2)c2ccccc2O1 (configuration not stated)	-1%	i	-7%	0%	-1%
COc1ccc(F)cc1C(=O)C1CCCN(C(=O)c2ocnc2C)C1 (configuration not stated)	-5%	0.3%	-7%	-2%	-6%
CCN1CCN(c2sc(S(C)(=O)=O)nc2S(=O)(=O)c2ccc(Cl)cc2)CC1	-2%	6.7%	-1%	6%	-1%
CCOC(=O)C1(Cc2ccc(OC)cc2)CCN(C(=O)c2cc(C)nn2C)CC1	1%	0.5%	4%	1%	-16%
Cc1ccc(C2(CC(=O)Nc3nccs3)CCOC(C(C)C)C2)cc1 (configuration not stated)	33%	i	4%	-7%	-2%
Nc1nc(SCc2ccc([N+](=O)[O-])cc2)nc2nc3c(cc12)CCCC3	-4%	0.2%	-2%	29%	-11%
COc1cc(C(=O)N=C2SC3CS(=O)(=O)CC3N2c2ccccc2)cc(OC)c1OC (configuration not stated)	-21%	0.1%	-4%	0%	5%
Cc1ccc(CSc2nc(N)cc(=O)[nH]2)cc1	18%	1.1%	-7%	-8%	-10%
CCN(CC)C(=O)CSC1=C(C#N)C(c2ccco2)C(C(=O)OCCOC)=C(C)N1 (configuration not stated)	-7%	4.7%&1.9%	-5%	8%&3%	-6%
CCOC(=O)NC1Cc2ccccc2C1Sc1ccccn1 (configuration not stated)	31%	1.3%	9%	-4%	-9%
COc1ccccc1CNCc1cccc(Oc2ccccc2)c1	53%	1.7%	2%	2%	12%
CCOC(=O)CCCn1nc(C)n2c(cc3sccc32)c1=O	-9%	0.4%	-19%	-13%	-6%
Cc1ccc(S(=O)(=O)NC(Cc2ccccc2)C(=O)O)cc1 (configuration not stated)	-3%	1.0%	5%	9%	6%
COc1ccccc1-n1c(Cc2cccs2)n[nH]c1=S	-15%	i	3%	1%	2%
CCN(CC(=O)NC1CCS(=O)(=O)C1)S(=O)(=O)c1cc(Br)ccc1Br (configuration not stated)	-7%	1.3%	-11%	-5%	2%
COc1cccc2cc(CC(=O)c3ccc(C)c(C)c3)c(=O)oc12	-12%	2.7%	3%	-12%	-2%
O=C(c1ccccc1F)N1CCN(c2ncccn2)CC1	0%	1.9%	-6%	0%	-7%
COC(=O)C(C)NC(=O)C12CC3CC(C1)CC(c1ccc(C)cc1)(C3)C2 (configuration not stated)	17%	i	-4%	3%	-1%
C=CCN1C(=O)S/C(=C\c2ccc(N3CCOCC3)cc2C)C1=O	3%	4.3%	9%	18%	-2%
CCOC(=O)c1cc(C#N)c(Oc2ccccc2)nc1-c1ccccc1	6%	0.2%	-1%	-97%	1%
COc1cccc(C(=O)COC(=O)c2ccc(NC(=O)c3ccccc3)cc2)c1	26%	5.6%	8%	5%	5%
CCCCCn1c(=O)[nH]c2cc(C(=O)N3CCN(CC)CC3)ccc2c1=O	-2%	0.4%	-5%	9%	-10%
Cc1ccc(-c2ccc(/C=N/NC(=S)Nc3ccccc3)o2)cc1[N+](=O)[O-]	6%	3.6%	5%	6%	2%
C/C(=N\NC(N)=O)c1ccccc1Cl	-10%	0.1%	4%	-1%	1%
C[n+]1c(-c2ccc(C=NNC(=O)c3ccc(C(=O)NN=Cc4ccc(-c5cn6ccccc6[n+]5C)cc4)cc3)cc2)cn2ccccc21	nt	4.9%	nt	-31%	nt
O=C(c1ccccc1)c1ccc(N2CCCC2)cc1	36%	4.0%	5%	6%	4%
CC(C)=NNc1nc2c(c(=O)[nH]c(=O)n2C)n1CCCc1ccccc1	-5%	0.1%	2%	-32%	1%
Later entries.
SMILES	M. tuberculosis	VEEV TC-83 Vero	H37Rv inhibition	H1N1 NS1A inhibition	Salmonella PhoP GFP
O=C(Nc1ccccc1Cl)c1ccc2c(=O)n3c(nc2c1)CCC3	-9%	10%	-7%	6%	nt
COC(=O)c1ccccc1NC(=O)c1cc2nc(C3CC3)cc(C(F)(F)F)n2n1	14%	0.7%	-7%	-2%	-4%
COc1cc2[nH]c(=O)n(Cc3ccc(C(=O)NCC4CCCO4)cc3)c(=O)c2cc1OC (configuration not stated)	6%	5.7%	1%	4%	-5%
CC1C=CCC2C(=O)N(c3ccc(Cl)cc3O)C(=O)C12 (configuration not stated)	-13%	0.9%	0%	-4%	-10%
C=CCn1c(Cc2csc(N)n2)nnc1SCC(=O)Nc1ccccc1C(F)(F)F	7%	4.6%	-9%	-3%	-16%
OCCC1CN(Cc2cnc(-c3cccc4ccccc34)nc2)CCN1C1CCCCC1 (configuration not stated)	3%	4.4%	-8%	-3%	1%
Cc1nc(NC(=O)CN2CCCCC2)sc1C(=O)N(C)C	5%	0.8%	3%	-1%	-4%
Cn1c(=O)c2c(nc(CN3CCc4ccccc4C3)n2Cc2ccccc2F)n(C)c1=O	-1%	7.0%	-3%	-4%	-9%
c1cnc(SCCOc2ccc3c(c2)CCC3)nc1	15%	i	1%	-6%	-14%
COc1cc(/C=N/NC(=O)c2sc(N)c(C#N)c2C)cc(Br)c1O	2%	8.5%	-3%	-14%	0%
CC(C)c1nnc(NC(=O)CCC(=O)NCc2ccco2)s1	-18%	i	0%	-5%	9%
CN1CCN(NC(=O)c2cccc(F)c2)CC1	-4%	0.7%	1%	1%	0%
Cn1c(=O)c2nc3ccccc3nc2n(C)c1=O	7%	0.2%	10%	-4%	5%
O=C(CSc1nnc2c(n1)[nH]c1ccc(F)cc12)NCc1ccc(F)cc1	-10%	i	-3%	5%	1%
CSc1ccc(S(=O)(=O)Nc2c(C)n(C)n(-c3ccccc3)c2=O)cc1	41%	0.2%	0%	-33%	-2%
O=C(CSc1ncnc2c1cnn2-c1ccc(Cl)cc1)NCc1ccc2c(c1)OCO2	6%	i	-10%	-1%	-8%
O=C(CCN1CCOCC1)c1ccc(Br)cc1	3.8µM*	i	?	4%	24%
CN(Cc1ccc(F)cc1)S(=O)(=O)c1nnc(NC(=O)c2ccccc2)s1	15%	1.0%	-1%	5%	5%
Cc1cc(SCC(=O)OCC(=O)NCC2CCCO2)c(C)cc1Br (configuration not stated)	63%	1.2%	-3%	-14%	6%
O=[N+]([O-])c1ccc(N/N=C2\CC3CC=CC23)c([N+](=O)[O-])c1 (configuration not stated)	34%	i	5%	35µM*	3%
CCOC(=O)[C@H]1[C@H]2COc3ccc(Br)cc3[C@@H]2N2C(=O)N(c3ccccc3)C(=O)[C@@]12C	nt	0.9%	6%	-1%	nt
CN(C)S(=O)(=O)c1cccc(C(=O)OCC(=O)N2CCCC2=O)c1	-11%	0.7%	-10%	-2%	-11%
COc1ccc2[nH]c3ccc(OC)cc3c2c1	26%	9.0%	5%	0%	3%
COc1ccc(CCC(=O)OCC(=O)Nc2c(C)n(C)n(-c3ccccc3)c2=O)cc1	4%	1.1%	-6%	-12%	nt
CCOC(=O)COc1cccc2c(=O)n(CC(=O)N3CCCc4ccccc43)ccc12	12%	0.5%	-1%	3%	1%

Screening results (PubChem)
